# High-throughput results: PubChem BioAssay, National Center for Advancing Translational Sciences (NCATS)
# IL-1B inflam inh – inhibitors of inflammasome signaling (IL-1 beta secretion) | THP-1 LPS/ATP IL-1B secretion, AlphaLISA, 16 h; hits give low values | 360,000 tested, 4.7% active | activity change, % at 57.5 µM; in the data active = activity change below about -50%; inconclusive = mostly about -30% to -49%; note: % is set by controls: 0 for no effect and ±100 for the full control effect
#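 Secreted IL-1B measured by AlphaLISA bead assay after 16 h compound exposure of THP-1 cells; compounds (final up to 57.5 uM) added 1 h before LPS (250 ng/mL) and ATP (1.25 mM) stimulation; lower signal means less secretion.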
# SW480 rerep – inducers of DNA re-replication in SW480 colon cancer cells; 340,000 tested, 1.8% active; SW480 DNA re-replication, Hoechst DNA content imaging, 48 h; Potency, µM (titrated, usually from 46.1 µM), for inactives: at the top dose re-replication activation, usual class: activators; note: potency is the fitted concentration of half-maximal effect; % of control where 0% means no effect; nearly all actives have a fitted effect of over 55% in size
#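 First, 250 cells per well were seeded. Next, compound or vehicle (23 nL) was pinned in, plates sat 48 hr at 37 C. Finally Hoechst was added for 40 min before fluorescence scanning.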
# MCF10A rerep – induces DNA re-replication in MCF 10a normal breast cells; MCF 10A DNA re-replication, Hoechst nuclear intensity, 48 h; Potency, µM (series often up to 46.1 µM), without a hit: at the top dose activity, positive = re-replication, hits mostly activators; 350,000 tested, 2.9% active; note: potency is the fitted concentration of half-maximal effect; % of control where 0% means no effect; nearly all actives have a fitted effect of over 50% in size
# HT1080 IDH1KD tx – HT-1080 IDH1 knockdown cell toxicity (counter line) | HT-1080 IDH1 knockdown viability, ATP luminescence, 48 h | 360,000 tested, 2% active | Potency, µM (series often up to 46.1 µM), for inactives: at the highest dose activity, negative = toxicity, hits mostly cytotoxic;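 note: potency is the fitted concentration of half-maximal effect; 0% = DMSO wells and -100% = cell-free medium wells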
#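 In this qHTS, HT-1080 cells depleted of IDH1 are exposed for 48 h at 37 °C to compound titrations. Toxicity is scored from CellTiter-Glo luminescence, with DMSO as full viability and medium alone as none.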
# GLP1R cytotox – cytotoxicity counter-screen for GLP-1 receptor inverse agonists | HEK293 cAMP-luciferase reporter cells, luminescence, 24 h | Potency, µM (highest dose often 38.3 µM), for inactives: top-dose activity change, negative = inhibition, most hits filed as inhibitors | 410,000 tested, 0.13% active | AID 624418;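 note: loss of luciferase light is scored as toxicity; potency is the fitted concentration of half-maximal effect; % is set by controls: 0 for no effect and ±100 for the full control effect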
#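 MLSMR compounds, 24 hr on cells at 37 deg C/5% CO2; luminescence after luciferase reagent (12 min RT). Inhibition counted as the undesired cytotoxic outcome.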
# KB-3-1 cytotox – KB-3-1 parental cell cytotoxicity. KB-3-1 viability, CellTiter-Glo ATP luminescence, 72 h. Potency, µM (highest dose often 46.1 µM), for inactives: at the highest dose activity change, negative = cytotoxic, most hits filed as cytotoxic. 400,000 tested, 1.4% active. AID 1347075; note: potency is the fitted concentration of half-maximal effect; % is set by controls: 0 for no effect and ±100 for the full control effect; nearly all actives have a fitted effect of over 60% in size
#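 Parental KB-3-1 adenocarcinoma cells in phenol-red-free DMEM with 10% FBS were pin-treated with compounds at several concentrations, incubated 72 h at 37 °C, and viability read by CellTiter-Glo luminescence; concentration-effect curves were fitted after normalization.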
# DRD3 agonist – activates the human D3 dopamine receptor | P35462 | D3R DiscoveRx beta-arrestin cells, luminescence, 90 min | max activation, % | 410,000 tested, 0.58% active | AID 652048; in the data active = max activation above about 30%; note: 0% is about no effect; mostly tested at two doses, the higher about 12 µM
# Target sequence (P35462 whole entry, looked up): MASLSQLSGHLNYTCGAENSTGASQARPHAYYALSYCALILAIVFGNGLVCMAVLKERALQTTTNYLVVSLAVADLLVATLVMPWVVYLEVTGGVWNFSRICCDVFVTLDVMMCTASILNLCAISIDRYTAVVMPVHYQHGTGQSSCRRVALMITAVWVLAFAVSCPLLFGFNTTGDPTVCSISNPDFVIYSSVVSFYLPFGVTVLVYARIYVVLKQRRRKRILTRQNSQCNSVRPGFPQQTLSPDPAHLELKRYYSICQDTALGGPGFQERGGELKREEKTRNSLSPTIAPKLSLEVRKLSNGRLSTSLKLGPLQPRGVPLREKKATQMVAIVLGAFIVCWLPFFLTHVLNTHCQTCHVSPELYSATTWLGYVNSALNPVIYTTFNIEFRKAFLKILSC
#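 Agonist-mode cell screen: cells plated at 1500/well and incubated overnight at 37 °C, then exposed to library compounds for 90 min at 37 °C. Detection reagent was added for 30–60 min at room temperature, and luminescence was read.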
# KB-V1 MDR tox – KB-V1 MDR subline cytotoxicity; KB-V1 MDR cells viability, CellTiter-Glo, 72 h; Potency, µM (highest dose often 46.1 µM), for the others: at the top dose activity change, negative = cytotoxicity, hits mostly cytotoxic; 400,000 tested, 3.4% active; AID 1347076; note: potency is the fitted concentration of half-maximal effect; % is set by controls: 0 for no effect and ±100 for the full control effect; nearly all actives have a fitted effect of over 60% in size
#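 Readout: CellTiter-Glo luminescence, 10 min after addition. Cells: KB-V1 MDR subline, 72 h at 37 degrees C with compound. Analysis: corrected, normalized data fitted to concentration-effect curves.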
# HT1080-NT tox – kills 2HG-producing HT-1080-NT fibrosarcoma cells. HT-1080-NT fibrosarcoma viability, CellTiter-Glo ATP luminescence, 48 h. 360,000 tested, 1.6% active. AID 686970. Potency, µM (doses to about 46.1 µM), without a hit: at the highest dose activity, negative = less viability, hits mostly cytotoxic;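 note: NT is the 2HG producing partner of a matched IDH1 knockdown line; potency is the fitted concentration of half-maximal effect; 0% = DMSO-treated cells and -100% = media-only wells without cells; nearly all actives have a fitted effect of over 55% in size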
#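 750 cells/well, RPMI + 5% FBS; 2 h settle, compound pin-transfer, 48 h at 37 degrees C. CellTiter-Glo 10 min RT, luminescence. Normalized to DMSO and media-only wells.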
# * marks the source's active call; other numbers are inactive results; ? = inconclusive; . = not tested or not shown; & = joins results of further samples; [ ] = remark or other dose. Unless noted, calls come from the whole dose curve; as a rule, active = well fitted curve in the direction sought with a large enough effect; inconclusive = small, poorly fitted or top-dose-only effect, or another doubt; inactive = no such curve, though single readings can be large; an effect the other way counts as inactive or inconclusive. Outcome played no part in choosing rows; 11% or so of the library scored in one or more.
SMILES,IL-1B inflam inh,SW480 rerep,MCF10A rerep,HT1080 IDH1KD tx,GLP1R cytotox,KB-3-1 cytotox,DRD3 agonist,KB-V1 MDR tox,HT1080-NT tox
CCOc1ccccc1NC(=O)C1CCN(S(=O)(=O)c2ccccc2)CC1,.,.,.,.,0%,19%,-2,?,.
CC(CC(=O)Nc1nc2ccccc2[nH]1)c1ccccc1 (stereo not drawn),-14,-1%,19%,-11%,12%,-27%,-4,-7%,-5%
C#CCOCCOCCOCCNc1nc(N2CCN(C(=O)[C@H]([C@@H](C)CC)n3cc([C@@H](N)Cc4ccc(O)cc4)nn3)CC2)nc(N2CCN(C(=O)[C@H](Cc3ccc(O)cc3)n3cc([C@@H](N)CC(C)C)nn3)CC2)n1,-2,-4%,-2%,8%,-22%,13%,-16,-14%,8%
CCCCn1nnc(NC(=O)COc2ccc(Cl)c(C)c2)n1,6,3%,16%,-1%,0%,1%,4,-15%,?
Cc1ccc(NC(=O)c2ccccc2NS(=O)(=O)c2ccc(F)cc2)cc1S(=O)(=O)N1CCCCC1,-23,?,?,?,-35%,?,1,?,?
O=C(CN1CCC(c2nc3ccccc3[nH]2)CC1)NCc1ccc2c(c1)OCO2,-4,-4%,1%,15%,4%,?,-2,?,-3%
Cc1cccc(C)c1-n1nnnc1C(c1cccc2ccccc12)N1CCN(C/C=C/c2ccccc2)CC1 (stereo not drawn),-11,.,.,-27%,26%,-3%,-11,0%,?
O=C(O)c1cccc(NC(=O)c2ccc3c(c2)C(=O)N(c2ccccc2)C3=O)c1,5,0%,0%,24%,-10%,-2%,-23,?,23%
C/C(CCc1ccco1)=N/NC(=O)CCC(=O)Nc1ccc(Br)cc1,20,1%,-2%,?,-4%,14%,-7,12%,?
Cc1ccc(S(=O)(=O)N2CCC(C(=O)Nc3nnc(-c4ccc(F)cc4)s3)CC2)cc1,27,0%,-3%,13%,16%,14%,-13,-1%,14%
C(=NN1CCCCCC1)c1ccccc1,4,-9%,1%,3%,-7%,14%,0,14%,16%
O=C(Cc1ccccc1)NN1C(=O)C2C3C=CC(C4CC34)C2C1=O (stereo not drawn),17,-79%[inhibitor],-2%,5%,-12%,4%,3,?,0%
O=C(O)CC/C(=C\c1cc2c(cc1Br)OCO2)c1nc2ccccc2s1,39,-4%,?,-14%,-4%,0%,-10,-3%,-7%
CN=C1SC(CC(=O)Nc2cccc(C(F)(F)F)c2)C(=O)N1C (stereo not drawn),-10,-11%,0%,-15%,8%,-13%,-14,15µM*,-12%
OC(COCc1cccs1)CN1CCCCCC1 (stereo not drawn),-19,14%,2%,-6%,25%,8%,-4,-17%,-1%
O=C(N[C@H](Cc1ccc(Cl)cc1)C(=O)O)OCC1c2ccccc2-c2ccccc21,-2,?,?,?,-11%,3%,16,-10%,?
Cc1nc(N2CCOCC2)nc(N2CCCCC2C)c1[N+](=O)[O-] (stereo not drawn),28,0%,-3%,-9%,-3%,?,3,?,0%
Cc1ccc(C2CC(c3ccc(NS(C)(=O)=O)cc3)=NN2C(=O)c2ccco2)cc1 (stereo not drawn),-2,-1%,-1%,-24%,5%,-4%,-10,11%,-13%
CC1(Cc2ccc(Cl)cc2)C(=O)Nc2c(Cl)cccc21 (stereo not drawn),38,.,.,10%,1%,0%,-7,1%,?
CCOCN(C(=O)Cn1c(C)nc2ccccc21)c1c(C)cccc1CC,.,.,.,.,11%,11%,-16,4%,.
COc1ccc(CCNS(=O)(=O)c2ccc3c(c2)NC(=O)CO3)cc1OC,-13,19%,21%,13%,-2%,-1%,-8,-3%,-3%
COc1ccc(C2C(C(N)=O)=C(C)Nc3nc(CCCO)nn32)cc1 (stereo not drawn),11,-4%,-16%,19%,1%&-5%,20%&2%,5&8,0%&0%,22%
COCCNC(=S)N/N=C(\C)c1ccc(OC)cc1,2,-4%,4%,21%,?,-12%,1,-30%,19%
CCCCc1nc2cc(C(=O)N3CCC(OCCOC)CC3)ccc2o1,2,17%,0%,-6%,4%,-16%,4,-9%,10%
Cc1ccc(N(CC(=O)NC(C)(C)C)C(=O)CCC(=O)Nc2nccs2)c(C)c1,0,8%,?,9%,-4%,5%,-9,-7%,29%

# One compound at a time (already shown). Order of values: IL-1B inflam inh | SW480 rerep | MCF10A rerep | HT1080 IDH1KD tx | GLP1R cytotox | KB-3-1 cytotox | DRD3 agonist | KB-V1 MDR tox | HT1080-NT tox
# Listed for Cc1ccc(N(CC(=O)NC(C)(C)C)C(=O)CCC(=O)Nc2nccs2)c(C)c1 : 0 | 8% | ? | 9% | -4% | 5% | -9 | -7% | 29%
# Listed for COCCNC(=S)N/N=C(\C)c1ccc(OC)cc1 : 2 | -4% | 4% | 21% | ? | -12% | 1 | -30% | 19%
# Listed for O=C(O)c1cccc(NC(=O)c2ccc3c(c2)C(=O)N(c2ccccc2)C3=O)c1 : 5 | 0% | 0% | 24% | -10% | -2% | -23 | ? | 23%

# Other compounds
SMILES,IL-1B inflam inh,SW480 rerep,MCF10A rerep,HT1080 IDH1KD tx,GLP1R cytotox,KB-3-1 cytotox,DRD3 agonist,KB-V1 MDR tox,HT1080-NT tox
O=C1NC2(CCCCCC2)N=C1c1ccc(Br)cc1,-11,-25%,-2%,-1%,14%,7%,2,-17%,0%
CCN(CC)c1ccc(NC(=O)COc2ccccc2C#N)cc1S(=O)(=O)Nc1ccc(OC)cc1,-11,?,?,11%,?,5%,3,3.7µM*,1%
C[C@@H]1CN([C@@H](C)CO)C(=O)c2ccccc2-c2ccccc2CO[C@@H]1CN(C)S(=O)(=O)c1ccc(C(F)(F)F)cc1,?,.,.,-3%,-42%,-9%,10,16µM*,16%
CCC1CCCCN1CCNC(=O)C1CCCN(S(=O)(=O)c2cccc3nsnc23)C1 (stereo not drawn),-14,?,-1%,5%,-1%,-7%,-32,-29%,-6%
O=C(CC(NS(=O)(=O)c1ccc(Cl)cc1)c1ccco1)NCc1ccco1 (stereo not drawn),-12,-4%,-8%,1%,25%,5%,-2,2%,-2%
CC(C)c1ccc(NC(=O)CCN2C(=O)c3ccc([N+](=O)[O-])cc3C2=O)cc1,11,-4%,-22%,25%,-15%,-20%,-9,27%,4%
CC(=O)Oc1cccc(N2C(=O)C3C4C=CC(C4=C(C)C)C3C2=O)c1 (stereo not drawn),-7,-4%,15%,-1%,0%,3%,-1,9%,-13%
Nc1ccc(C(=O)NC2CCSc3ccccc32)cc1[N+](=O)[O-] (stereo not drawn),-25,-7%,11%,-28%,-9%,-1%,2,11%,-9%
COc1cccc(NC(=O)C2CCCN(S(=O)(=O)c3ccc4[nH]c(=O)ccc4c3)C2)c1 (stereo not drawn),.,.,.,.,-12%,16%,2,?,.
Cc1cc(N2C(=O)C3C4c5ccccc5C(c5ccccc54)C3C2=O)no1 (stereo not drawn),16,6%,?,3%,-2%,-15%,3,8.2µM*,8%
CCOC(=O)N1CCN(C(=O)/C=C/c2ccc(C(C)(C)C)cc2)CC1,?,-7%,27%,-5%,16%,-4%,-10,?,-12%
Cc1cccc(N2CN(Cc3ccco3)CNC2=S)c1,10,-8%,-12%,-2%,4%,5%,-3,0%,-4%
COc1ccc(C)cc1NC(=O)c1cc(S(=O)(=O)N2CCOCC2)cn1C,14,0%,1%,0%,-21%&22%,8%,2&-8,2%,-13%
O=S(=O)(c1ccccc1)N1N=C(c2ccc(Br)cc2)CC1c1ccco1 (stereo not drawn),?,?,?,-13%,-7%,-30%,0,?,-1%
CN(C)CCNC(=O)c1ccc(Cl)s1,2,0%,16%,5%,25%,1%,-53,2%,3%
COc1cccc(C(=O)n2cnnc2N)c1OC,-1,-9%,-2%,-2%,-28%,5%,-5,11%,8%
CCN(CC)CCNC(=O)c1c(C)oc2cc(Br)c(OC)cc12,0,?,?,-17%,-26%,0%,-10,0%,-13%
O=C(Nc1cc(Cl)ccn1)C1CCN(S(=O)(=O)c2cccs2)CC1,?,0%,21%,-25%,0%,-6%,-2,?,-19%
CCOC(=O)C1CCN(C(=O)CN2C(=O)c3ccccc3S2(=O)=O)CC1,9,-17%,20%,13%,5%,1%,-6,17%,13%
COCC(C)n1c(SCC(=O)N(C)C2CCS(=O)(=O)C2)nc2ccccc2c1=O (stereo not drawn),4,-3%,0%,0%,1%[7.66 µM],19%,3,-13%,?
CCN1C(=O)c2cccc3c(S(=O)(=O)NCc4cccnc4)ccc1c23,11,5%,-4%,-4%,437%[activator],0%,-1,?,-1%
O=C(c1ccccc1-c1ccccc1)N1CCN(c2ccccn2)CC1,0,7.3µM*,7.3µM*,6.5µM*,-23%,2.6µM*,-2,2.6µM*,5.8µM*
Cc1cnc(C(=O)OCC(=O)NCc2ccc3c(c2)OCO3)cn1,-3,-123%[inhibitor],-2%,3%,8%,-1%,8,27%,22%
COc1ccc2cc(/C=N/NC(=O)CSCc3ccc([N+](=O)[O-])cc3)c(Cl)nc2c1,12,?,?,6%,?,5%,5,-27%,1%
CCOC(=O)C1CCN(C(=O)Cn2cc(C(=O)OC)c3ccccc32)CC1,30,0%,0%,18%,12%,-4%,7,5%,13%
O=C(C=Cc1ccccc1)c1cccs1,-20,?,?,-16%,-19%,?,4,?,7%
CCCc1cc(C(=O)N2CCCC(N3CCN(c4ccc(F)cc4)CC3)C2)no1 (stereo not drawn),5,19%,1%,2%,-6%,12%,-4,1%,1%
Cc1ccccc1OC(=O)n1c(=S)oc2cc(Cl)ccc21,49,4%,-2%,0%,-12%,-7%,1,-4%,9%
CCOC(=O)C1CCN(C(=O)Cc2ccc(-c3ccccc3)cc2)CC1,61,-4%,3%,11%,-10%,13%,1,?,5%
CCn1c(N2CCN(CC(=O)Nc3cccc(C)c3C)CC2)nc2ccccc21,-17,-5%,-2%,-1%,5%,5%,-3,0%,1%
